Kir21 inh – inhibitors of mouse Kir2.1 inward-rectifier potassium channel; P35561; B-score at 10 µM; AID 1672; 310,000 compounds, 0.85% hits; HEK293-Kir2.1, FluxOR thallium flux fluorescence; active compounds read low;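 active = fluorescence ratio B-score at or below minus 3 SD of library scores, with starting-brightness B-score within 2 SD, cut at about -4.2 in these data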;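 also: channel flux triggered by added potassium and thallium sulfate stimulus; B-score of peak minus minimum fluorescence over baseline after thallium stimulus; more negative B-score means stronger Kir2.1 block with less thallium influx; some compounds called inactive have numbers as strong as hits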
KCNQ2 block – KCNQ2 potassium channel inhibitors, primary screen, cell-based, CHO-K1, FluxOR thallium flux, B-score (AID 2156); O88943; 20 min; active compounds read low; B-score at 10 µM; 310,000 compounds, 1.1% hits;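 active = fluorescence ratio B-score at most minus 3 library SDs, with starting brightness B-score within 2 library SDs, cut at about -5.5 in these data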
Target sequence (O88943 whole entry, looked up): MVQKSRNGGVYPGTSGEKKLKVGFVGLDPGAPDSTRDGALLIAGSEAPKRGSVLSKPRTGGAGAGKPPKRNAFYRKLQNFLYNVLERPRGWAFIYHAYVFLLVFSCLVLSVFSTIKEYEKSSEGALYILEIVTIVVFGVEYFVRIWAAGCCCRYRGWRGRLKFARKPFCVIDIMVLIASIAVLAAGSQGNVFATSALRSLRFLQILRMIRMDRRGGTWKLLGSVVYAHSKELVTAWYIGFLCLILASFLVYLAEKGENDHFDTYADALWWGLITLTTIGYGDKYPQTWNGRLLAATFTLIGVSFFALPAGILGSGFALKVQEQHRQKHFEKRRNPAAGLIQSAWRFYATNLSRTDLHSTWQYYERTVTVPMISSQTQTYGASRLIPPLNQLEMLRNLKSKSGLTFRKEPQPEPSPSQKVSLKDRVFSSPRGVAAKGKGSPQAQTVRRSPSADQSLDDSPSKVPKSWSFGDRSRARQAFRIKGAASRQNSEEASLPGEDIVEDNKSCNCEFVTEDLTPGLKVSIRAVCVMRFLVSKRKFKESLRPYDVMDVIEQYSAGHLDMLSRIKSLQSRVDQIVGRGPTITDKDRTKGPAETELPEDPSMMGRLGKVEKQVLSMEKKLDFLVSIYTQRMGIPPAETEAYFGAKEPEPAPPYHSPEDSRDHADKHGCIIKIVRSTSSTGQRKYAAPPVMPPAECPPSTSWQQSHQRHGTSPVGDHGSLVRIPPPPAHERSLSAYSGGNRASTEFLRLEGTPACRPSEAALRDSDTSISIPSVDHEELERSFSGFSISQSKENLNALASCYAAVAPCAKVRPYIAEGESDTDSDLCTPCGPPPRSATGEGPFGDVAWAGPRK
* = called active by the depositor; i = inactive.

Start of the data: the first 6 records as a preview:
SMILES	Kir21 inh	KCNQ2 block
O=C(CNC(=O)c1cccc(Br)c1)N/N=C/c1ccc[nH]1	3	i
N#Cc1ccccc1NC(=O)CSc1ccc([N+](=O)[O-])cn1	-3	i
Cc1cc2nnc(SC(C)C#N)n2c2ccccc12 (stereo unspecified)	-0.13	i
COc1cc(/C=N/NC(=O)C(N)=O)ccc1OCC(=O)N1C(C)CCCC1C (stereo unspecified)	-1	i
O=C(c1ccccn1)N1N=C2/C(=C/c3ccc(F)cc3)CCCC2C1c1ccc(F)cc1 (stereo unspecified)	2.5	i
COC(=O)c1cn(NC(=O)c2ccc(F)cc2)c(=O)c2ccccc12	-0.45	i

Main list, previewed entries included:
SMILES	Kir21 inh	KCNQ2 block
O=C(CNC(=O)c1cccc(Br)c1)N/N=C/c1ccc[nH]1	3	i
N#Cc1ccccc1NC(=O)CSc1ccc([N+](=O)[O-])cn1	-3	i
Cc1cc2nnc(SC(C)C#N)n2c2ccccc12 (stereo unspecified)	-0.13	i
COc1cc(/C=N/NC(=O)C(N)=O)ccc1OCC(=O)N1C(C)CCCC1C (stereo unspecified)	-1	i
O=C(c1ccccn1)N1N=C2/C(=C/c3ccc(F)cc3)CCCC2C1c1ccc(F)cc1 (stereo unspecified)	2.5	i
COC(=O)c1cn(NC(=O)c2ccc(F)cc2)c(=O)c2ccccc12	-0.45	i
COc1ccc(-n2c(=S)[nH]c3cc(C(=O)Nc4ccccc4OC)ccc3c2=O)cc1	1.9	i
CN(C)C(=O)N1CCC(C(=O)NC2CCCCCCC2)CC1	-0.08	i
Cc1ccc2c(c1)N(CCC(=O)NCc1cccs1)C(=O)C(C)O2 (stereo unspecified)	-2.3	i
COc1cc(C(=O)NC(=S)Nc2ccc3[nH]c(=O)[nH]c3c2)cc(OC)c1OC	-1.4	i
O=C(O)CCCC(=O)Nc1ccc(Br)cc1	0.04	i
COc1ccc(C2NC(c3ccc(OC)c(OC)c3OC)C(C)C(=O)C2C)c(OC)c1OC (stereo unspecified)	-0.03	i
COc1ccc(-c2nc(CSCC(=O)NCc3ccc4c(c3)OCO4)c(C)o2)cc1OC	-0.08	i
CS(=O)(=O)N1CCN(Cc2ccc(C(F)(F)F)cc2)CC1	0.11	i
Cc1ccccc1-c1nsc(SCC(=O)Nc2ccc3c(c2)OCO3)n1	1.3	i
CC(Oc1ccc2ccccc2c1)C(=O)N/N=C/c1cccnc1 (stereo unspecified)	-0.01	i
COc1cccc(-c2cc(C(=O)Nc3c(C)nn(Cc4ccccc4C)c3C)no2)c1	0.01	i
CCOc1ccccc1NC(=O)C(C)N1C(=O)c2ccccc2S1(=O)=O (stereo unspecified)	-1.8	i
CCN(CC)Cc1c(NC(=O)c2ccccc2)sc(C)c1C	-1.7	i
Cc1cccc(-c2nnc(SCC(=O)NC3CC3)n2C)c1	0.88	i
CC(=O)Nc1ccc(N(C(=O)Cn2nnc3ccccc32)C(C(=O)NC2CCCC2)c2ccc(O)c(O)c2)cc1 (stereo unspecified)	0.9	i
O=C(Cc1ccc(F)cc1)Nc1ccc(Cl)cn1	-0.21	i
CCOc1ccc2nc(NC(=O)NC3CCCCC3)sc2c1	2.1	i
CCOC(=O)N1CCN(S(=O)(=O)c2ccc3c(c2)oc(=O)n3C)CC1	0.62	i
COC(=O)c1ccc(CNC(=O)COC(=O)C23CC4CC(CC(C4)C2)C3)cc1	2.1	i
O=C(Nn1c(-c2ccc(Cl)cc2)nc2ccccc2c1=O)c1cccnc1Cl	0.71	i
Cc1cccc(C)c1Nc1nnc(SC/C(O)=C(\C#N)c2nc3ccccc3[nH]2)s1	0.43	i
C=CCn1c(SCC(=O)O)nc2sc(CC)cc2c1=O	0.41	i
O=C(O)c1ccc(N=Nc2c(O)[nH]c3ccc(Br)cc23)cc1	-3.2	i
CSc1nc(Cc2ccc(Cl)cc2)nc2ccccc12	-0.18	i

Profiles, quoted from the list. Screens in order: Kir21 inh	KCNQ2 block
Cc1cccc(C)c1Nc1nnc(SC/C(O)=C(\C#N)c2nc3ccccc3[nH]2)s1 reads 0.43	i
O=C(O)c1ccc(N=Nc2c(O)[nH]c3ccc(Br)cc23)cc1 reads -3.2	i

Continuation.
SMILES	Kir21 inh	KCNQ2 block
COCCN1C(=O)N(c2cccc(OC)c2)C(=O)C1CC(=O)Nc1cccc(F)c1 (stereo unspecified)	0.32	i
COc1ccc(Oc2nc(SC)nc3ccccc23)cc1	1.2	i
FC(F)Oc1ccccc1NC(=S)Nc1cccc(Cl)c1Cl	1.8	i
O=C(OCC(=O)c1ccc(S(=O)(=O)N2CCCC2)cc1)C1=COCCO1	-0.26	i
CCOC(=O)C1(Cc2ccccc2)CCN(Cc2cc(=O)c3ccccc3[nH]2)CC1	-0.03	i
O=C(CNS(=O)(=O)c1ccc(Cl)cc1)N/N=C/c1ccco1	2	i
Cc1ccccc1CSCc1nc2ccccc2[nH]1	-0.07	i
CCOC(=O)C1CCCN(C2CC(=O)N(c3ccc(C)c(C)c3)C2=O)C1 (stereo unspecified)	2.2	i
O=C(NCC(=O)N1CCCC1)c1ccccc1F	1.9	i
Cc1nc(C)c(C(=O)C2=C(O)C(=O)N(CCCn3ccnc3)C2c2ccccc2)s1 (stereo unspecified)	0.6	i
O=[N+]([O-])c1cnc(Nc2ccc(Cl)cn2)c([N+](=O)[O-])c1	0.43	i
Oc1ccc(NCc2cccc(OCc3ccc(F)cc3)c2)cc1	1.5	-5.8*
CC(=O)c1sc(NCCOc2ccc(C)cc2)nc1C	-0.24	i
COc1ccc(Cn2c(C3CC3)nc3ccc(NC(C)=O)cc3c2=O)cc1	0.3	i
Oc1c(N=NC(=S)Nc2ccccc2F)c2ccccc2n1Cc1cccc(Cl)c1	0.33	i
Cc1onc(NC(=O)c2ccc([N+](=O)[O-])o2)c1Br	-0.76	i
O=S(=O)(NC1CCCCC1)c1ccc(N2CCOCC2)nc1	-0.54	i
FC(F)(F)c1cccc(NC(=S)NNC(=S)Nc2cccc(C(F)(F)F)c2)c1	1.6	i
COc1ccc(NC(=O)Nc2cccc(C)n2)cc1	0.9	i
Cc1cnc(C(=O)OCC(=O)N(C(C)C)C(C)C)cn1	-0.07	i
COc1ccccc1CCN=C(N)NS(=O)(=O)c1cccs1	-0.49	i
S=c1[nH]nc(Cc2cccs2)n1-c1ccccc1Cl	-1.9	i
COCc1cc(C)nc2sc(C(=O)Nc3ccc(OC)cc3)c(N)c12	-0.08	i
COc1ccccc1N1CCN(C(=O)C2CCCN(S(=O)(=O)c3ccc4c(c3)CCCN4C(C)=O)C2)CC1 (stereo unspecified)	-0.43	i
C=C(C)CN(CC)Cc1c(C(=O)N(C)CCCC)nc2ccccn12	2.4	i
CCn1c(=O)c(C(=O)Nc2ncccc2C)c(O)c2ccccc21	1.4	i
COc1ccc2nc(C)c(C(=O)NN)cc2c1	0.26	i
COc1ccc(CNC(=O)COC(=O)c2ccc(OCc3c(C)noc3C)cc2)cc1OC	0.69	i
O=C1CCc2cc(S(=O)(=O)Nc3ccc(C(F)(F)F)cc3)cc3c2N1CC3	0.78	i
CCCCC(=O)OCc1cn(-c2ccc(Cl)cc2)nn1	0.85	i
Cc1cc(NC(C)C)n2c(nc3ccccc32)c1C#N	1	i
COc1cc(/C=C2\SC(=Nc3ccccc3)N(CCc3c[nH]c4ccccc34)C2=O)ccc1OC(C)C(=O)O (stereo unspecified)	-0.32	i
O=C(Cc1ccc(Nc2nc(=S)[nH]c3ccccc23)cc1)NC1CCCCC1	-1.2	i
Cc1nc(/C(N)=N/OC(=O)c2c(-c3ccccc3Cl)noc2C)cs1	0.52	i
O=C(Nc1cccc(C(=O)N2CCN(c3cccc(Cl)c3)CC2)c1)c1ccccc1	0	i
CC1CCCN(S(=O)(=O)CCNC(=O)c2ccc3c(c2)OCO3)C1 (stereo unspecified)	-1.4	i
Cc1ccccc1-n1nc2c(c1NC(=O)c1ccco1)CS(=O)(=O)C2	1.3	i
Cc1cc(C)n2c(SCc3nnc(-c4cccs4)o3)nnc2n1	-1.5	i
CCc1ccc(NC(=O)/C(C#N)=C/c2cn(CC(=O)O)c3ccccc23)cc1	0.19	i
COc1ccc(NS(=O)(=O)c2ccc3c(c2)OCCO3)cc1OC	2.1	i
Cc1nn(C(=O)c2cccc([N+](=O)[O-])c2)c(C)c1Cl	0.93	i
COCCn1nc2cc(C(=O)NCC34CC5CC(CC(C5)C3)C4)ccc2c1OC	-0.29	i
CCc1nn(CC(=O)N2CCN(c3cc(C)ccc3C)CC2)c(=O)c2cc3occc3n12	0.52	i
CN(C)/C(Cn1cncn1)=C1/N=C(c2c(F)cccc2F)OC1=O	1.4	i
Cn1c(=O)c(=O)n(C)c2cc(S(=O)(=O)CCC(=O)N3CCCCC3)ccc21	1.5	i
COc1ccc(OC)c(Nc2nc3nonc3nc2N2CCCCC2)c1	-1.4	i
CCCn1c(C)nc2c(c1=O)c1nc3ccccc3nc1n2CCC1=CCCCC1	-0.06	i
COc1ccc(CNC(=O)C(C)OC(=O)C23CC4CC(CC(O)(C4)C2)C3)cc1 (stereo unspecified)	0.46	i
CCC(Sc1nc(-c2cccc(OC)c2)c(C#N)c(=O)[nH]1)C(=O)Nc1nnc(C(C)C)s1 (stereo unspecified)	0.51	i
COc1ccccc1NC(=O)CSc1nnc(-c2ccccc2)o1	-0.38	i

New compounds follow.
SMILES	Kir21 inh	KCNQ2 block
CCOC(=O)N1CCN(C(=O)CN(C)S(=O)(=O)c2ccc(Cl)cc2)CC1	0.08	i
CCCn1c(C(C)Nc2nc(-c3ccc(Cl)c([N+](=O)[O-])c3)cs2)nc2cc(Cl)c(N3CCCCC3)cc21 (stereo unspecified)	-0.6	i
COc1cccc(C(=O)Nn2cnnc2)c1OC	0.08	i
CC1CCCC(C)N1C(=O)CN1CCN(c2nc(-c3ccc(F)cc3)cs2)CC1 (stereo unspecified)	1.4	i
COc1ccc(Cc2nnc(Nc3ccccc3OC)[nH]c2=O)cc1	1.1	i
CCN(Cc1ccccc1)C(c1ccc(Cl)cc1)c1nnnn1C(C)(C)C (stereo unspecified)	0.87	i
COc1ccc(-c2nc(N)ncc2Oc2ccccc2Br)c(O)c1	-0.91	i
CCN1C(=O)c2cccc3c(S(=O)(=O)Nc4ncccc4C)ccc1c23	0.07	i
O=C(CCC1CCCN(C(=O)c2ccc3[nH]ccc3c2)C1)N1CCN(c2ccccn2)CC1 (stereo unspecified)	-0.99	i
CC(C)n1c(-c2ccncc2)n[nH]c1=S	0.04	i
CC1CN(C(=O)CCC(=O)N2CCN(c3ccccn3)CC2)c2ccccc2O1 (stereo unspecified)	0.68	i
Cc1ccsc1C(=O)OCC(=O)NCc1ccc2c(c1)OCO2	0.38	i
CC1CCc2sc(C(=O)NCc3ccccn3)cc2C1 (stereo unspecified)	0.17	i
C/C(CC(=O)Nc1c(C)cc(C)cc1C)=N\NC(=O)Cc1ccccc1	0.61	i
O=C(CCN1C(=O)c2cccc3cccc(c23)C1=O)Nc1ccon1	3.4	i
c1ccc2c(c1)CC(CN1CCNCC1)O2 (stereo unspecified)	1.3	i
Cc1cc(C(=O)NC2CCCc3c2cnn3-c2cccc(C)c2C)n(C)n1 (stereo unspecified)	0.02	i
COCCn1nnnc1CN1CCOCC1	-0.93	i
COc1ccccc1CN(Cc1cc2cc3c(cc2[nH]c1=O)OCCO3)Cc1nnnn1Cc1ccco1	0.35	i
CCN(CC(=O)Nc1ccc2c(c1)OCCO2)CC(=O)Nc1ccc2c(c1)OCO2	0.51	i
COCCCn1c(=O)/c(=C\c2ccc(OC(F)F)c(OC)c2)s/c1=C(/C#N)C(=O)NCCOC	0.01	i
O=C(NCc1ccc(-c2csnn2)cc1)C1CC1	-0.69	i
COc1ccc(-c2csc(NC(=O)c3cccc(N4C(=O)CCC4=O)c3)n2)cc1C	-0.06	i
CC1(C)CC(=O)C(C=Nc2ccc(N)cc2)=C(O)C1	-0.01	i
CN(N)c1nc(C(F)(F)F)nc2ccccc12	0.05	i
COc1ccc(N(CC(=O)Nc2ccc(OC)c(OC)c2)S(=O)(=O)c2ccccc2)cc1Cl	-1	i
COc1ccc(CCNc2nc(-c3ccc(F)cc3)c(CC(=O)O)s2)cc1OC	-1.2	i
O=C(NCC(c1ccco1)N1CCc2ccccc21)C(=O)Nc1ccc(F)cc1F (stereo unspecified)	-1.1	i
COc1ccc(NC(=S)NC(=O)c2cccnc2)cc1	0.07	i
O=C(CCCSc1ccc(Cl)cc1)Nc1ccccc1O	0.01	i
COc1ccc(CCN2CCC(Nc3nc4ccccc4n3Cc3ccc(F)cc3)CC2)cc1	-6.8*	i
Cc1c(CCOC(=O)C23CC4CC(CC(C)(C4)C2)C3)sc[n+]1CC(=O)c1ccccc1	-2.2	-6.5*
O=C(NCc1csc(-c2cccs2)n1)c1ccccc1	0.26	i
O=C(c1ccc(S(=O)(=O)N2CCOCC2)cc1)N1CCN(c2ccc(F)cc2)CC1	0.08	i
COc1cccc(C(=O)N(Cc2ccco2)Cc2cc3cccc(C)c3[nH]c2=O)c1	2.4	i
COc1ccc(NC(=O)CN(C)C(=O)c2cccc3ccccc23)cc1	0.49	i
CCOC(=O)c1cc(-c2csc(-c3cccc(Cl)c3)n2)on1	0.2	i
Cc1cc(C)nc(SCCC(=O)N(C)C)n1	-0.65	i
CCOC(=O)c1nnn(CC(=O)N2N=C(c3ccc(Cl)cc3)CC2c2ccc(OC)cc2)c1C(=O)OCC (stereo unspecified)	1.4	i
CCCn1nnnc1NCc1ccc(CC)cc1	-0.01	i

Part of the list above in order of molecular weight, low to high.
SMILES	Kir21 inh	KCNQ2 block
Cc1cc(C)nc(SCCC(=O)N(C)C)n1	-0.65	i
O=C(NCc1csc(-c2cccs2)n1)c1ccccc1	0.26	i
COc1ccc(NC(=O)CN(C)C(=O)c2cccc3ccccc23)cc1	0.49	i
COc1cccc(C(=O)N(Cc2ccco2)Cc2cc3cccc(C)c3[nH]c2=O)c1	2.4	i
COc1ccc(CCN2CCC(Nc3nc4ccccc4n3Cc3ccc(F)cc3)CC2)cc1	-6.8*	i
